RXFP1 antagonist: blocks the human relaxin receptor RXFP1; HEK293-RXFP1, relaxin-stimulated cAMP HTRF, 30 min; hits give low values; activity change, negative = inhibition, % at 57.5 µM; hit rate 0.59% among 350,000;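 active means activity change of -60% or lower, but not beyond a set lower limit; inconclusive means change between -60% and -40%, or beyond the set limit; inactive means change above -40%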; further: on the % scale 0 is the no-effect control and ±100 the full control effect
POLH inh: blocks human DNA polymerase eta activity. Q9Y253. recombinant Pol eta, fluorescent DNA replication assay. Potency, µM (titrated, usually from 114 µM), for the others: at the highest dose activity change, negative = inhibition, usual class: inhibitors. hit rate 1.2% among 390,000; further: potency means the concentration at half of the fitted maximal effect; on the % scale 0 is the no-effect control and ±100 the full control effect
Target sequence (Q9Y253 whole entry, looked up): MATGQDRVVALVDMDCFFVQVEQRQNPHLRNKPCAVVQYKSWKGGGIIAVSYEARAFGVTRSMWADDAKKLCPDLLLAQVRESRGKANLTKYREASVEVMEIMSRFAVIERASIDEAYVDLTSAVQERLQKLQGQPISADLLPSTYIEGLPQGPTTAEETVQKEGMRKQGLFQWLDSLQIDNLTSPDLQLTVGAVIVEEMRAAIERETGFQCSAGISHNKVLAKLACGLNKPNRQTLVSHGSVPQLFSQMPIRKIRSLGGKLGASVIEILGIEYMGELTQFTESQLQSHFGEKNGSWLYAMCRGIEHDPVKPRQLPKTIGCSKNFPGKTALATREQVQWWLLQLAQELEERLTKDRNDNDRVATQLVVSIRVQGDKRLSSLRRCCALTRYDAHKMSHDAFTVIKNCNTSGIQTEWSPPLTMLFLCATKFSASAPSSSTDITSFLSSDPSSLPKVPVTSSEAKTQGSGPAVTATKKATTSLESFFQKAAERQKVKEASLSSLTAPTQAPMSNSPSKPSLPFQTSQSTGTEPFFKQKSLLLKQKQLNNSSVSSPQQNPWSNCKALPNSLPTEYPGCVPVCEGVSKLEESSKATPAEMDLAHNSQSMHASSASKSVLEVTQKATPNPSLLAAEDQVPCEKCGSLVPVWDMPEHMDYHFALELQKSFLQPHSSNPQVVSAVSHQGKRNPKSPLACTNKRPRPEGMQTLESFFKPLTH
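Fluorescent replication assay: 50 nM final substrate added after a 15 min room-temperature compound preincubation with 10 nM enzyme. Signal taken at 0 min and again at 10 min.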
BLM inh: blocks DNA unwinding by human BLM helicase | recombinant BLM DNA unwinding, fluorescence dequenching | Potency, µM (doses to about 56.1 µM), for inactives: top-dose activity change, negative = inhibition, most hits filed as inhibitors | hit rate 0.2% among 350,000;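 further: potency means the concentration at half of the fitted maximal effect; plate controls were vehicle for no effect and no enzyme for full effect; nearly all actives have a fitted effect of over 35% in size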
PGK inhibitor: inhibitors of T. brucei phosphoglycerate kinase; P07378; hit rate 0.043% among 380,000; PGK/GAPDH coupled, Kinase-Glo luminescence, 60 min; Potency, µM (top dose mostly 57.5 µM), inactives show top-dose activity change, negative = inhibition, usual class: inhibitors; further: potency means the concentration at half of the fitted maximal effect; on the % scale 0 is the no-effect control and ±100 the full control effect; nearly all actives have a fitted effect of over 60% in size
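Luminescent ATP detection (Kinase-Glo Plus) follows a 60-minute room-temperature incubation, with wells lacking PGK as controls. Buffer: 100 mM TEA (pH 7.6), 5 mM MgCl2, 0.01% Tween-20. Coupling enzyme GAPDH (100 nM final) supplies unstable 1,3-BPG in-well.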
Anesthetic bind: binds horse apoferritin like a general anesthetic; P02791; apoferritin/1-aminoanthracene competitive binding, fluorescence; Potency, µM (doses to about 77.5 µM), for inactives: at the top dose activity change, negative = displacement, hits mostly inhibitors; hit rate 0.074% among 350,000; AID 485281; further: potency means the concentration at half of the fitted maximal effect; on the % scale 0 is the no-effect control and ±100 the full control effect; nearly all actives have a fitted effect of over 20% in size
Target sequence (P02791 2-175 limits assumed): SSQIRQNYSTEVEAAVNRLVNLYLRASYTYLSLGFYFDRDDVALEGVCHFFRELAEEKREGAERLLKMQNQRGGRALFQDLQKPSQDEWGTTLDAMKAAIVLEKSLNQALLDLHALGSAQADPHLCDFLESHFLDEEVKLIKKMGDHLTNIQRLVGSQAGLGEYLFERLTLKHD
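Probe: 1-aminoanthracene (50% saturated, PBS). Protein: horse-spleen apoferritin, 10 uM. Incubation: 10 min, room temperature. Detection: 380 nm excitation, 535 nm emission. Analysis: normalized response, four-parameter Hill.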
POLI inh: inhibitors of human DNA polymerase iota; Pol iota fluorescent replication assay, 10 min; Potency, µM (doses to about 115 µM), for the others: top-dose activity, negative = inhibition, actives largely listed as inhibitors; hit rate 1% among 390,000; further: potency means the concentration at half of the fitted maximal effect
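Fluorescent replication assay read twice, at 0 min and 10 min after adding 50 nM (final) substrate. Enzyme (10 nM) and compounds were first incubated 15 min at room temperature; enzyme-free buffer wells were negative controls.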
APEX1 inh: blocks human APE1 abasic DNA cleavage; recombinant APE1, TAMRA/BHQ-2 abasic DNA cleavage fluorescence; hit rate 0.35% among 350,000; AID 2517; Potency, µM (series often up to 65.8 µM), inactives show at the highest dose activity change, negative = inhibition, hits mostly inhibitors;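 further: potency means the concentration at half of the fitted maximal effect; plate controls were vehicle for no effect and reference inhibitor for full effect; nearly all actives have a fitted effect of over 55% in size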
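Kinetic fluorescence read (525 ex/598 em nm, three reads 60 s apart) of AP-site incision; signal = third minus first read. Enzyme 0.75 nM, dual-labelled THF duplex 50 nM, compound preincubation 15 min RT.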
Pol beta inh: blocks human DNA polymerase beta activity. Pol beta primer extension/strand displacement, fluorescence kinetic. P06746. hit rate 1.3% among 340,000. Potency, µM (series often up to 114 µM), without a hit: at the highest dose activity change, negative = inhibition, most hits filed as inhibitors; further: potency means the concentration at half of the fitted maximal effect; on the % scale 0 is the no-effect control and ±100 the full control effect
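10 nM enzyme + cpd, 15 min RT; start with substrate 50 nM final; read 0 min and after 10 min RT. Corrected, normalized data; 4-parameter Hill curve fit.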
Pol kappa inh: inhibitors of human DNA polymerase kappa; Q9UBT6; purified Pol kappa, fluorescent DNA synthesis assay, 10 min; Potency, µM (highest dose often 107 µM), for inactives: at the highest dose activity, negative = inhibition, actives largely listed as inhibitors; hit rate 0.53% among 400,000; further: potency means the concentration at half of the fitted maximal effect; on the % scale 0 is the no-effect control and ±100 the full control effect
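10 nM Pol kappa preincubated 15 min at room temperature with compounds, then reaction started with substrate at 50 nM final. Fluorescence read kinetically at 0 and 10 min; buffer-only wells served as negative control.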
Numbers without * were called inactive; i = inactive; ? = inconclusive; · = not tested or not shown; & = joins results of further samples; [ ] = remark or other dose. Unless noted, the call rests on the fitted dose curve; in most records, active means well fitted curve in the direction sought with a large enough effect; inconclusive means small, poorly fitted or top-dose-only effect, or another doubt; inactive means no such curve, though single readings can be large; an effect the other way counts as inactive or inconclusive. This is a subset, so the mix of outcomes need not match the whole.

| Structure | RXFP1 antagonist | POLH inh | BLM inh | PGK inhibitor | Anesthetic bind | POLI inh | APEX1 inh | Pol beta inh | Pol kappa inh |
| --- | --- | --- | --- | --- | --- | --- | --- | --- | --- |
| O=C(CCN1C(=O)COc2ccccc21)NCCCN1CCCC1 | 3 | -2% | 0% | 2% | 12% | -2% | -10% | 13% | -7% |
| Cc1c(CC(=O)NCCCC(=O)O)c(=O)oc2cc3c(cc12)CCC(C)(C)O3 | -3 | -25% | -3% | i | 4% | 5% | 0% | 52% | 7% |
| Cn1c(=O)cc(SCC(=O)NCCN2CCN(c3ccccc3F)CC2)c2cc(Cl)ccc21 | 5 | -6% | 5% | -9% | -19% | 8% | 1% | 31% | -2% |
| C[C@H](NC(=O)c1nc[nH]c1C(=O)N[C@H](C)c1ccccc1)C(=O)OCc1ccccc1 | · | -30% | -7% | 9% | -15% | 25% | ? | 8% | -4% |
| COc1cccc(CN2CCN(Cc3ccc4c(c3)OCCO4)CC2CCO)c1 (stereo not drawn) | -2 | -2% | 3% | -9% | -6% | -4% | ? | 7% | 11% |
| O=C(CCc1nnc(Cc2c[nH]c3ccccc23)o1)NC1CCCC1 | -4 | -9% | 0% | 0% | -6% | 10% | -3% | 0% | -13% |
| COc1ccc(OCc2nn3c(Cn4cnc5ccccc54)nnc3s2)cc1 | 20 | -9% | 1% | -2% | ? | -21% | -1% | 0% | -3% |
| COCCn1c(SCC(=O)NCc2ccc3c(c2)OCO3)nc2ccccc2c1=O | 5 | -2% | -3% | 1% | -6% | -22% | 0% | 21% | 3% |
| COc1ccccc1CNC(=O)COC(=O)/C=C/c1ccc2c(c1)OCO2 | -1 | -15% | · | -9% | · | -12% | 22% | · | -5% |
| c1cc(-c2cnn3cc(-c4ccc(OCCN5CCCCC5)cc4)cnc23)ccn1 | · | · | 55%[activator] | · | 0% | · | -1% | · | -11%[12 µM] |
| COc1ccc(N2CC(NC(=O)c3ccco3)CC2=O)cc1 (stereo not drawn) | 0 | -7% | 1% | -3% | -7% | 6% | · | -2% | -5%[60.1 µM] |
| Clc1nn2cnnc2c2ccccc12 | -3 | -14% | 3% | 3% | -6% | 12% | ? | 16% | 8% |
| CCN(CC(=O)NCc1ccncc1)S(=O)(=O)c1cc(Cl)ccc1Cl | -1 | -17% | -1% | 0% | 2% | 36%[activator] | 88%[activator] | 0% | -4% |
| NS(=O)(=O)c1ccc(NC(=O)c2ccc(S(=O)(=O)N3CCCCC3)cc2)cc1 | -7 | -4% | · | -7% | · | -28% | 38% | · | 11% |
| Cc1c(C(=O)N2CCCC2)sc(NC(=O)c2cccs2)c1C#N | -5 | 11% | -5% | -9% | 4% | -20% | 1% | -8% | -4% |
| CC(NC(=S)Nc1ccc(Cl)cc1)C(c1ccccc1)N1CCOCC1 (stereo not drawn) | -5 | -20% | -5% | i | -17% | -4% | -7% | 4% | -11%[60.1 µM] |
| CCOc1ccc(C(=O)c2cn(CC(=O)Nc3ccc(C)c(Cl)c3)c3ccc(OCC)cc3c2=O)cc1 | · | -4% | -22% | -5% | -1% | 21% | · | 14% | -3% |
| N=c1c(C(=O)NCc2ccco2)cc2c(=O)n3ccccc3nc2n1C1CCCC1 | 12 | -4% | 0% | 1% | 8% | ? | 67%[activator] | 3% | -26% |
| CCn1nc(NC(=O)C(C)C)c2cc3cccc(C)c3nc21 | 4 | -6% | -10% | · | 14% | -44% | 12% | 2% | -1% |
| CCOc1ccc(-n2c(O)c(/C=N/Nc3nc(C)cc(C)n3)c3ccccc3c2=O)cc1 | -6 | -15% | ? | -5% | -11% | 69%[activator] | -4% | -19% | -13% |
| CCc1nnc2n1N=C(c1ccc(Cl)cc1Cl)CS2 | 5 | -23% | -3% | 3% | -3% | 46%[activator] | 49%[activator] | 28% | -1% |
| O=C(CSc1nnc(-c2ccc(Cl)cc2Cl)n1C1CCCCC1)NC1CCS(=O)(=O)C1 (stereo not drawn) | -23 | -1% | -1% | -6% | -11% | 3% | 0% | 5% | -22% |
| CN1C[C@@H]2[C@@H]3C(=O)N(C)C(=O)[C@@H]3[C@](C)(C1=O)N2C(=O)c1ccc(Br)cc1 | · | 0% | · | 0% | · | 20% | · | · | 1% |
| OCCc1c[nH]c2cc(F)ccc12 | · | 5% | 0% | -3% | -2% | -13% | 43% | 2% | -1% |

New compounds follow
Below each compound – RXFP1 antagonist, POLH inh, BLM inh, PGK inhibitor, Anesthetic bind, POLI inh, APEX1 inh, Pol beta inh, Pol kappa inh
- COc1ccc2c(CC(=O)OCc3nc4ccsc4c(=O)[nH]3)coc2c1
    4, ?, ·, 4%, ·, -29%, 0%, ·, -20%
- CCOc1ccc(NC(=O)CCC(=O)NNC(=O)c2ccco2)cc1
    -12, -16%, -5%, i, -5%, 131%[activator], 1%, -3%, 5%
- CCn1c(CNc2ccc(F)cc2)nnc1SCCN1CCCCC1
    3, 5%, 1%, i, -15%, 10%, -5%, 16%, -6%
- O=C(NCCCn1ccnc1)c1cc2ccccc2oc1=O
    -4, -13%, 3%, i, -2%, -14%, 25%, 39%, -2%
- Cc1ccc(S(=O)(=O)CCC(=O)OC(C)c2nnc(-c3cccs3)o2)cc1 (stereo not drawn)
    -7, -27%, ·, -1%, ·, 11%, 10%, ·, 5%
- CCc1nnc(NC(=O)c2cc3ccccc3oc2=O)s1
    0, -13%, -2%, -8%, 2%, 5%, 0%, -23%, 1%
- CN(C)N=Nc1ccc(S(N)(=O)=O)cc1
    -5, -16%, -2%, -8%, 3%, -11%, 20%, 68%, -2%
- CCNc1nc(Sc2ccc(C)cc2)cc(C(F)(F)F)n1
    -16, -30%, -4%, -1%, -22%, 18%, -2%, 24%, -4%
- OCCc1c[nH]c2ccc(C(F)(F)F)cc12
    ·, -15%, -3%, -2%, -10%, 19%, 52%, 6%, 3%
- O=C(CSc1cn(CC(=O)N2CCCCC2)c2ccccc12)NCc1ccccc1
    2, -16%, 2%, i, -9%, 19%, ·, -2%, -13%
- CCC(=O)N1CCN(c2ccccc2NC(=O)c2ccc([N+](=O)[O-])o2)CC1
    11, -13%, -2%, 0%, -5%, 51%[activator], -7%, 12%, 7%
- CCN(CC)C(=O)Cn1cc(C(=O)C(=O)N2CCN(c3ccc(OC)cc3)CC2)c2ccccc21
    -8, -13%, 0%, i, -14%, 31%[activator], 20%, -9%, 7%
- CC(C)(C)[C@H]1C=C(C(=O)O)O[C@@H](OCc2ccc(CO)cc2)C1
    ·, -3%, ·, 4%, ·, -13%, ·, ·, -4%
- COc1ccccc1NC(=O)CCCn1c(=S)[nH]c2ccccc2c1=O
    ?, -11%, 0%, i, -13%, 10%, -5%, 15%, 13%
- Cc1ccc2c(C(=O)CN3CCCC3)c(C)[nH]c2c1
    -12, -9%, 2%, 3%, -22%, 8%, 1%, 18%, -4%

In a second layout: 4 of the compounds above.
structure: Cc1ccc(S(=O)(=O)CCC(=O)OC(C)c2nnc(-c3cccs3)o2)cc1 (stereo not drawn)
  RXFP1 antagonist = -7 | POLH inh = -27% | BLM inh = · | PGK inhibitor = -1% | Anesthetic bind = · | POLI inh = 11% | APEX1 inh = 10% | Pol beta inh = · | Pol kappa inh = 5%

structure: CCc1nnc(NC(=O)c2cc3ccccc3oc2=O)s1
  RXFP1 antagonist = 0 | POLH inh = -13% | BLM inh = -2% | PGK inhibitor = -8% | Anesthetic bind = 2% | POLI inh = 5% | APEX1 inh = 0% | Pol beta inh = -23% | Pol kappa inh = 1%

structure: CN(C)N=Nc1ccc(S(N)(=O)=O)cc1
  RXFP1 antagonist = -5 | POLH inh = -16% | BLM inh = -2% | PGK inhibitor = -8% | Anesthetic bind = 3% | POLI inh = -11% | APEX1 inh = 20% | Pol beta inh = 68% | Pol kappa inh = -2%

structure: CCNc1nc(Sc2ccc(C)cc2)cc(C(F)(F)F)n1
  RXFP1 antagonist = -16 | POLH inh = -30% | BLM inh = -4% | PGK inhibitor = -1% | Anesthetic bind = -22% | POLI inh = 18% | APEX1 inh = -2% | Pol beta inh = 24% | Pol kappa inh = -4%

(list continues)
Below each compound – RXFP1 antagonist, POLH inh, BLM inh, PGK inhibitor, Anesthetic bind, POLI inh, APEX1 inh, Pol beta inh, Pol kappa inh
- CCCCN(C(=O)CSc1cc(C)c2ccc(OC)cc2n1)c1c(N)n(Cc2ccccc2)c(=O)[nH]c1=O
    -6, -17%, 1%, -4%, -6%, 26%, -2%, -3%, -2%
- Cc1ccc(S(=O)(=O)Nc2nc(C)c(C(=O)NNS(=O)(=O)c3cc(C)ccc3C)s2)cc1
    3, 1%, 1%, -9%, -2%, -10%, -3%, -2%, -17%
- Cc1c(C(=O)NC(=S)NCc2cccnc2)cccc1[N+](=O)[O-]
    20, 4%, 0%, -8%, -10%, 15%, -3%, 3%, -4%
- COC(=O)c1ccc(NS(=O)(=O)c2ccc(-n3cccn3)cc2)cc1
    ·, -6%, -2%, i, -5%, -7%, ·, 18%, -6%
- Cc1ccc(CNc2nc3ccc(C)cc3n3cnnc23)cc1
    ·, ?, -1%, -5%, -11%, 13%, -3%, 3%, -29%
- COc1cccc(N2CCN(C(=O)c3cnn(-c4ccc(C)cc4C)c3C3CCN(C(=O)OC(C)(C)C)CC3)CC2)c1
    -28, -22%, -7%, 3%, -15%, 12%, ·, 6%, -5%
- Cc1cc(C)n2nc(SCC(=O)N(CCC#N)c3ccc(F)cc3)nc2n1
    9, -5%, ·, -4%, ·, -14%, 13%, ·, -1%
- Cc1ccc(C(C)C)c2c1C(c1ccc3c(c1)OCO3)CC(=O)O2 (stereo not drawn)
    ·, -4%, -13%[75.6 µM], -2%, 29%[110 µM], 4%, 3%&-5%, ·, 1%&-13%
- CC(=O)Nc1ccc(S(=O)(=O)N2CCN(S(=O)(=O)c3ccc(NC(C)=O)cc3)CC2)cc1
    1, -7%, -2%, -8%, 7%, 42%[activator], -1%, 24%, 0%
- Cc1ccc(NC(=O)CCC(=O)c2ccc(Cl)s2)nc1
    -2, 40µM*, ·, -10%, ·, ?, 21%, ·, ?

Screening results from PubChem.
